# NadD block: inhibitors of S. aureus NadD, primary screen, biochemical, colorimetric, uHTS. purified NadD enzyme, colorimetric absorbance read-out. Nicotinate-nucleotide adenylyltransferase NadD (Staphylococcus aureus N315). 0.78% of 360,000 active. inhibition, % at 20 µM; in the data active = inhibition above about 26%; also: some compounds past the cut are filed as inactive
# MT1-MMP act inh: blockers of MT1-MMP proenzyme processing, primary screen, HT1080 RFP-PRO-GFP cells, GFP/RFP fluorescence; GFP/RFP ratio fluorescence, overnight; percent of plate control window, DMSO zero; GFP/RFP ratio change, % at 20 µM; 0.061% of 360,000 active; AID 651647, 2012;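 active = GFP/RFP ratio change of at least 30% with cell ATP level not reduced by more than half and red fluorescence within 50% of control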; also: strong numbers were not always called active
#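 Test system: HT1080 cells expressing an RFP-PRO-GFP fluorescent reporter construct / Compound dosing: single-point 20 µM compound, 1% DMSO / Schedule: cells overnight before dosing, compound overnight, 37 °C, 5% CO2 / Evaluation: GFP/RFP fluorescence ratio / Control set: DMSO and RFP-L50D-GFP cell wells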
# SUMO1-SIM PPI: modulators of SUMO1 protein-protein interactions, primary screen, biochemical, uHTS | SUMO1 binding to a labelled peptide, TR-FRET, 1 h | inhibition, % at 20 µM | 0.33% of 360,000 active; in the data active = inhibition above about 37%
# SKN-1 block: suppressors of acrylamide-induced Pgst-4::GFP reporter in worms, primary screen, SKN-1 inhibitor project, whole organism, uHTS, GFP/RFP fluorescence ratio, strain VP596; C. elegans VP596 Pgst-4::GFP/RFP ratio, 24 h; 0.49% of 360,000 active; inhibition, % at 21.8 µM; AID 624304, 2012;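 active = interference check ratio from 0.5 to 1.5 plus GFP to RFP signal ratio inhibition reaching or exceeding a fixed threshold, cut at about 30% in these data, passing the limit was not always enough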; also: some compounds called inactive have numbers as strong as hits
# STEP block: STEP phosphatase inhibitors, primary screen, biochemical, fluorescence intensity, uHTS. 0.25% of 360,000 active. recombinant STEP, OMFP fluorogenic substrate. Tyrosine-protein phosphatase non-receptor type 5 (Homo sapiens), P54829. inhibition, % at 20 µM;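 active = inhibition at 20 µM, scaled per plate between control wells, above about 37%, limit read from the data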;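 also: 0% = DMSO with enzyme and substrate and 100% = substrate only without enzyme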
# Target sequence (P54829 whole entry, looked up): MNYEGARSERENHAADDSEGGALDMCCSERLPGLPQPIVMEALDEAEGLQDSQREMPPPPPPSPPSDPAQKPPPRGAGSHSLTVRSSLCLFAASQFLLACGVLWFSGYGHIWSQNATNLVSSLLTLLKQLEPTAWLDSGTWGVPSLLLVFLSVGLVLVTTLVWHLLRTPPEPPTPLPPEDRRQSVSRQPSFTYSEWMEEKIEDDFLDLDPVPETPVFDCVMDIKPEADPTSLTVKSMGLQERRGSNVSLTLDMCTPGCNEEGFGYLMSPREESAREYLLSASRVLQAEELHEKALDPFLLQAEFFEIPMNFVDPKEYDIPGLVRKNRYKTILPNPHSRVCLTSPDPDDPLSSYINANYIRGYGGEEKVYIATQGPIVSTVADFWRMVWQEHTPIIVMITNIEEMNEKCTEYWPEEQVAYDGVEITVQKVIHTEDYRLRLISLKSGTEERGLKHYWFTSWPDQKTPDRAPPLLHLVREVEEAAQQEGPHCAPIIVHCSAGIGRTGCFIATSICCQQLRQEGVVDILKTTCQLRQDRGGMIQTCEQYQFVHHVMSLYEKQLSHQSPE
#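 System: STEP (striatal-enriched tyrosine phosphatase) enzyme, cell-free; medium: Bis-Tris pH 6.0 buffer with DTT, detergent; dosing: 20 µM, 1% DMSO; times: reaction 20 min, ambient temperature; detection: fluorescence, 480/540 nm; read-out basis: normalized % inhibition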
# Rpn11 block: Rpn11 (PSMD14) deubiquitinase inhibitors, primary screen, biochemical, fluorescence polarization, uHTS; AID 588493, 2011; human 26S proteasome, Ub4-pepOG fluorescence polarization; 20S core pre-blocked with epoxomicin; 26S proteasome non-ATPase regulatory subunit 14 (Homo sapiens), O00487; 0.59% of 360,000 active; calls only at 20 µM;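 active = inhibition at 20 µM, scaled to each plate's controls, above about 33%, limit read from the data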
# Target sequence (O00487 whole entry, looked up): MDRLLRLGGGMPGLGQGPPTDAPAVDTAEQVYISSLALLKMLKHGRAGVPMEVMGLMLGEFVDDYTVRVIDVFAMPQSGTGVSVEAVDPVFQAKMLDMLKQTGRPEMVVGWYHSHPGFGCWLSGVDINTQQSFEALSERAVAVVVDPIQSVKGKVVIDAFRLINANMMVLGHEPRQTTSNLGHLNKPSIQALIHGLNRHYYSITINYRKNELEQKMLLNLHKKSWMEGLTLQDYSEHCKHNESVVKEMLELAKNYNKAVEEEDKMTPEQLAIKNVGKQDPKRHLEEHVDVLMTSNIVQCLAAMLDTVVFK
# Scp-1 inhibitor: Scp-1 phosphatase inhibitors, primary screen, biochemical, colorimetric, uHTS; Carboxy-terminal domain RNA polymerase II polypeptide A small phosphatase 1 (Homo …; Recombinant Scp1, phosphopeptide, malachite green phosphate absorbance; inhibition, % at 20 µM; 0.88% of 340,000 active; AID 493091, 2011;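 active = inhibition above about 50% at 20 µM, limit read from the data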;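 also: plate controls were DMSO wells with enzyme for no effect and wells lacking enzyme for full effect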
# Target sequence (Q9GZU7 76-261 limits assumed): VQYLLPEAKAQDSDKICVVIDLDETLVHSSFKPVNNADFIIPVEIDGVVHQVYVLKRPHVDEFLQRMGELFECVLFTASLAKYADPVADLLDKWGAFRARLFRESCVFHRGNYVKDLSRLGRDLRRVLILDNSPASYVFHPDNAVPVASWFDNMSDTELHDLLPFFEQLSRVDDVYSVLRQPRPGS
#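 System: truncated SCP-1 phosphatase (76-261aa); medium: Tris acetate buffer pH 5.5 with MgCl2 and Tween-20; incubation: 45 min room-temperature reaction, 5 min colour, 30 min stabiliser; compound: single 20 µM dose, 1% DMSO; reagent: Phosphorylated 17-residue peptide substrate; read-out: % inhibition at 20 µM; technique: colorimetric free-phosphate detection, absorbance 630 nm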
# DNMT1 block: human DNMT1 methyltransferase inhibitors, primary screen, biochemical, molecular beacon, fluorescence, HinP1I cleavage, uHTS | inhibition (reported as % activation of signal), % at 10 µM | 0.83% of 360,000 active; in the data active = inhibition above about 50%
# LMPTP block: LMPTP phosphatase inhibitors, primary screen, biochemical, fluorescence intensity, uHTS; recombinant LMPTP-A, OMFP fluorogenic substrate; inhibition, % at 20 µM; 0.22% of 360,000 active; AID 651560, 2012; Low molecular weight phosphotyrosine protein phosphatase (Homo sapiens), P24666;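 active = compounds that cut the enzyme signal by at least half of the control window in the single-dose screen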;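 also: plate controls were DMSO wells with enzyme plus substrate for no effect and substrate without enzyme for full effect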
#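 Test system – LMPTP-A phosphatase enzyme · Quantity – 0.625 nM LMPTP-A final · Reagent – OMFP substrate, 400 µM final · Dosing – one test concentration per compound, 20 µM, with 3% DMSO overall · Timing – 50 min enzyme reaction at room temperature, protected from light · Detection – fluorescence intensity · Controls – substrate-only low control, DMSO enzyme-plus-substrate high control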
# NRP1-CendR mod: modulators of CendR peptide binding to NRP-1, primary screen, biochemical, fluorescence polarization, uHTS | inhibition, % at 25 µM | FAM-RPARPAR peptide binding to NRP-1 | 0.85% of 360,000 active | AID 602438, 2012;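 active = inhibition or corrected inhibition above about 18%, plus a signal ratio from 0.5 to 1.5, limit read from the data, passing the limit was not always enough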; also: strong numbers were not always called active
# * = called active by the depositor; i = inactive; / = no result given. No enrichment for hits (roughly 3.9% active in at least one column).
SMILES,NadD block,MT1-MMP act inh,SUMO1-SIM PPI,SKN-1 block,STEP block,Rpn11 block,Scp-1 inhibitor,DNMT1 block,LMPTP block,NRP1-CendR mod
Cc1ccc(-c2nnc(SCC(=O)N/N=C/c3ccc(C)s3)n2-c2ccccc2)cc1,7,1,-5,11,1,i,15,15,1.2,-22
OC(CSc1ccccc1Cl)CN1CCN(c2ccc(F)cc2)CC1 (stereo not given),2,3,3,5,-1,i,-4,-7,-0.4,-3
O=C(OCCN(C1=NS(=O)(=O)c2ccccc21)c1ccc(Cl)cc1)c1ccco1,1,0,1,-1,-4,i,-8,-4,1.2,0
CCc1ccc(NC(=O)CS(=O)CC(=O)Nc2ccc(-n3cnnn3)c(C)c2)cc1 (stereo not given),1,2,0,-13,2,i,-4,1,0.6,-7
COCc1ccc(C(=O)N2CCCC(C(=O)c3ccc(SC)cc3)C2)s1 (stereo not given),-6,1,-1,0,0,i,-5,2,0.0,5
CC(Oc1ccc(C(=O)c2ccccc2)cc1)C(=O)Nc1ccc(S(N)(=O)=O)cc1 (stereo not given),-6,0,0,-4,-5,i,-13,-10,0.0,-11
O=S(=O)(NCc1ccco1)c1ccc(S(=O)(=O)N2CCCCC2)cc1,-5,2,0,1,-6,i,-2,1,0.7,-4
CCOC(=O)[C@]12CCCC=C1N(Cc1ccco1)C(=O)[C@H](CC(=O)N1CCCC1)C2,0,2,4,3,/,/,/,/,-0.1,-2
COc1ccc(CCNC(=O)CNC(=O)c2ccc(Br)o2)cc1OC,0,-4,7,-4,3,i,-3,-1,-0.6,5
COCCCn1c(-c2ccccc2Cl)n[nH]c1=S,-6,-7,-1,-11,4,i,3,-1,-3.3,5
Cc1cccnc1NS(=O)(=O)c1cccc([N+](=O)[O-])c1,-4,-1,-12,9,-6,i,-10,4,-2.7,0
CC1(C(=O)NCc2cccc3ccccc23)CCN1Cc1ccc2ccccc2c1 (stereo not given),3,-1,8,2,-1,i,/,-17,5.6,-1
COc1ccc(/C=N/c2c(-c3ccc(OC)cc3)nc3n2CCS3)cc1,14,5,-22,10,0,i,7,-12,0.0,-10
CC(C)(C)n1ncc2c(=O)n(CC(=O)OCc3ccccc3)cnc21,-14,3,-1,-8,-1,i,0,-1,-0.4,-4
Cc1ccc2c(c1)N(C)/C(=C/c1cccc[n+]1C)S2,8,-77,-33,10,0,i,28,18,-0.3,-3
CC(C)(C)OC(=O)N1CCCC(C(=O)Nc2cccc(C(=O)NCCCc3ccccc3)c2)C1 (stereo not given),-5,3,2,-5,-4,i,-14,0,0.8,3
CCOc1ccc(-c2ccc(SC)nn2)cc1,-4,6,1,19,-7,i,-4,-1,0.4,7
COc1cccc(NC(=S)NCc2ccc(F)cc2)c1,-3,0,3,8,2,i,-8,-1,-2.1,-6
CCC(=O)Nc1ccc(NC(=O)c2ccco2)c(OC)c1,7,-1,-2,-14,-1,i,-2,10,0.1,6
COc1cc(NC(=O)CSc2nnnn2Cc2ccc3c(c2)OCO3)cc(OC)c1,-10,4,4,3,6,i,0,-5,2.3,4
CCC(C)Nc1nc(OC(C(F)(F)F)C(F)(F)F)nc(OC(C(F)(F)F)C(F)(F)F)n1 (stereo not given),-5,6,-2,-28,1,i,5,0,0.1,-2
S=C(NCC1CCCO1)Nc1ccccc1 (stereo not given),2,-1,2,-2,0,i,-3,-2,0.0,21*
CN1CCN(C(=O)CCN2C(=O)c3ccccc3C2=O)CC1,-5,-3,-3,10,-1,i,-1,51*,-0.1,8
C[C@H](CO)N1C[C@H](C)[C@@H](CN(C)Cc2ccc3c(c2)OCO3)Oc2cc(Br)ccc2S1(=O)=O,-3,-2,3,6,0,i,/,-5,-0.7,-8
COc1cc(NC(=O)C(=O)Nc2ccc3nc4n(c(=O)c3c2)CCCCC4)cc(OC)c1OC,-5,1,-3,-8,0,i,-2,-3,-1.7,-2

# The list goes on.
SMILES,NadD block,MT1-MMP act inh,SUMO1-SIM PPI,SKN-1 block,STEP block,Rpn11 block,Scp-1 inhibitor,DNMT1 block,LMPTP block,NRP1-CendR mod
COc1ccc(NC(=O)C2c3ccccc3OCC(=O)N2Cc2cccnc2)cc1 (stereo not given),0,2,2,-3,/,/,/,/,-0.9,5
O=C(COC(=O)c1cnccn1)N=c1sccn1Cc1ccccc1Cl,6,0,2,20,0,i,-1,22,8.4,-10
CN(C)CCCNC(=O)c1cccc(-c2cnc3cccnn23)c1,0,5,-11,20,2,i,/,35,-0.5,2
CC(=O)N1c2ccc(S(=O)(=O)N(C)CC(=O)Nc3cccc(C)c3)cc2CC1C (stereo not given),-7,2,-1,4,-1,i,-4,-2,-0.7,-1
CCOC(=O)N1CCN(C(=O)NC23CC4CC(CC(C4)C2)C3)CC1,9,16,5,4,0,i,-6,-2,-0.8,11
CCN1CCc2[nH]c3ccccc3c2C1,1,-4,-2,16,1,i,-4,-1,0.2,-3
CCOC(=O)COc1ccc(C(c2c(C)[nH][nH]c2=O)c2c(C)[nH][nH]c2=O)cc1,7,4,0,-7,1,i,-2,-20,1.2,-2
O=C(NCc1ccccc1Cl)C(=O)NCC(c1ccco1)N1CCOCC1 (stereo not given),-4,-1,-4,12,-3,i,-6,-2,0.7,2
O=C(NCC1CCCN(Cc2ccc3c(c2)OCCO3)C1)c1ccc2c(c1)OCO2 (stereo not given),-2,-3,3,-18,-2,i,3,5,-0.5,-5
Cc1cccc(NS(=O)(=O)c2ccc(C)c(C(N)=O)c2)c1,2,-1,-4,13,-3,i,-7,1,-0.3,-3
Cc1[nH]n(-c2ccc([N+](=O)[O-])cc2)c(=O)c1C=NCCN1CCN(C(=O)C(C)C)CC1,7,-3,-18,6,-2,i,-4,0,-3.5,13
COc1ccc(S(=O)(=O)N2CCN(c3cnccn3)CC2)cc1OC,2,-3,-1,10,1,i,2,5,0.2,-17
COc1cc(C(=O)N(C)CC2CCN(CCc3cccc(C(F)(F)F)c3)CC2)ccc1C,-5,4,1,3,0,i,0,-9,1.2,-3
CCCNC(=O)C1(C)CCN1C(=O)Cc1ccc(-c2ccccc2)cc1 (stereo not given),-9,1,0,-6,3,i,/,-1,-1.5,15
O=S(=O)(Cc1ccccc1)N1CCn2c(nc3ccccc32)C1,0,4,1,-8,-4,i,-5,4,-0.5,-2
Cc1cccc(NC(=O)Cc2ccc(Br)cc2)n1,-2,-4,-1,2,-1,i,-3,2,0.7,5
CCN(CC)C(=O)CSc1nnc(COc2ccc(OC)cc2)n1N,-5,0,1,-10,-2,i,-4,-1,-1.8,2
O=C(c1ccc2nc[nH]c2c1)N1CCN(S(=O)(=O)c2cccc(F)c2)CC1,0,-2,2,4,-2,i,15,-2,1.8,-4
NC(=O)C1CCCN(C(=O)c2ccc3oc(Cc4ccc(Cl)cc4)nc3c2)C1 (stereo not given),-4,1,-7,-7,1,i,1,-1,-0.4,4
O=C(Nc1ncc2c(n1)-c1ccccc1CC2)c1ccc(F)cc1,0,0,0,6,17,i,-18,1,-0.9,-8
CCC1(C)Cc2c(sc3c2c2ncnn2c2nnc(SCC(=O)NCc4ccco4)n32)CO1 (stereo not given),9,7,13,1,0,i,17,14,-0.9,-3
c1ccc2c(CCc3ccncc3)cccc2c1,-2,-1,-17,26,-1,i,-7,10,-0.1,-5
O=S(=O)(c1ccc(-c2ccccc2)cc1)N1CCCC1,-5,-1,-3,3,-1,i,-12,0,0.0,-8
CCOC(=O)C(=Cc1cc(=O)c(OC)co1)C(=O)OCC,6,-24,-1,-5,4,i,1,1,-0.9,2
CNS(=O)(=O)c1cccc(C(=O)OCCCC(=O)c2ccccc2)c1,-10,-3,5,-2,5,i,38,18,4.6,-7

# Part of the list above in order of length of the SMILES, highest first.
SMILES,NadD block,MT1-MMP act inh,SUMO1-SIM PPI,SKN-1 block,STEP block,Rpn11 block,Scp-1 inhibitor,DNMT1 block,LMPTP block,NRP1-CendR mod
Cc1[nH]n(-c2ccc([N+](=O)[O-])cc2)c(=O)c1C=NCCN1CCN(C(=O)C(C)C)CC1,7,-3,-18,6,-2,i,-4,0,-3.5,13
CCOC(=O)C(=Cc1cc(=O)c(OC)co1)C(=O)OCC,6,-24,-1,-5,4,i,1,1,-0.9,2
O=S(=O)(c1ccc(-c2ccccc2)cc1)N1CCCC1,-5,-1,-3,3,-1,i,-12,0,0.0,-8

# Remaining list, next part.
SMILES,NadD block,MT1-MMP act inh,SUMO1-SIM PPI,SKN-1 block,STEP block,Rpn11 block,Scp-1 inhibitor,DNMT1 block,LMPTP block,NRP1-CendR mod
CCOC(=O)c1nnn(CC(=O)Nc2cc(Cl)ccc2C)c1C(=O)OCC,7,2,1,-15,0,i,-2,1,0.6,0
CSc1nc(N2CCN(c3ccccc3Cl)CC2)c2ccccc2n1,15,1,-5,9,-4,i,1,1,3.4,15
COc1ccc(C(=O)NC(=S)N2CCOCC2)cc1[N+](=O)[O-],-2,0,-12,-2,1,i,-6,2,-0.9,6
COc1ccc(NC2=C(NCCO)C(=O)c3ccccc3C2=O)cc1,8,4,-19,6,2,i,4,-14,2.1,-4
CCC(=O)N/C=C/n1cnc2cc(C(F)(F)F)ccc21,1,12,2,17,-5,i,-3,2,0.4,2
O=C(O)c1ccccc1C(=O)NCC(O)c1ccccc1 (stereo not given),-5,-1,6,-1,91*,i,-13,-1,-1.4,0
CN(C)S(=O)(=O)N1CCN(C(=O)N2CCCCCC2)CC1,0,3,-1,1,-2,i,-4,2,-0.2,-6
COc1cc(C2N3CC4(C)CN2CC(C)(C3)C4)ccc1O (stereo not given),4,8,-3,12,-2,i,-5,1,-0.7,6

# Two entries from above, tab-delimited:
smiles	NadD block	MT1-MMP act inh	SUMO1-SIM PPI	SKN-1 block	STEP block	Rpn11 block	Scp-1 inhibitor	DNMT1 block	LMPTP block	NRP1-CendR mod
O=C(O)c1ccccc1C(=O)NCC(O)c1ccccc1 (stereo not given)	-5	-1	6	-1	91*	i	-13	-1	-1.4	0
COc1cc(C2N3CC4(C)CN2CC(C)(C3)C4)ccc1O (stereo not given)	4	8	-3	12	-2	i	-5	1	-0.7	6
